# Screens deposited in PubChem BioAssay by National Center for Advancing Translational Sciences (NCATS).
# N370S GC mod: qHTS Assay for Inhibitors and Activators of N370S glucocerebrosidase as a Potential Chaperone Treatment of Gaucher Disease. 330,000 compounds, 0.092% hits. Lysosomal acid glucosylceramidase (Homo sapiens), P04062. Potency, µM (highest dose often 59.4 µM), without a hit: at the top dose activity change, negative = inhibition, actives largely listed as inhibitors. AID 2101, 2009. N370S GC spleen homogenate, 4MU-glucoside fluorescence;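 further: 0% = full enzyme activity and -100% = no enzyme basal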
# TDP1 block: qHTS Assay for Inhibitors of Tyrosyl-DNA Phosphodiesterase (TDP1); recombinant TDP1, AlphaScreen DNA substrate cleavage; Potency, µM (highest dose often 130 µM), for the others: top-dose activity change, negative = inhibition, hits mostly inhibitors; 350,000 compounds, 0.28% hits; further: nearly all actives have a fitted effect of over 40% in size
# Target sequence (Q9NUW8 whole entry, looked up): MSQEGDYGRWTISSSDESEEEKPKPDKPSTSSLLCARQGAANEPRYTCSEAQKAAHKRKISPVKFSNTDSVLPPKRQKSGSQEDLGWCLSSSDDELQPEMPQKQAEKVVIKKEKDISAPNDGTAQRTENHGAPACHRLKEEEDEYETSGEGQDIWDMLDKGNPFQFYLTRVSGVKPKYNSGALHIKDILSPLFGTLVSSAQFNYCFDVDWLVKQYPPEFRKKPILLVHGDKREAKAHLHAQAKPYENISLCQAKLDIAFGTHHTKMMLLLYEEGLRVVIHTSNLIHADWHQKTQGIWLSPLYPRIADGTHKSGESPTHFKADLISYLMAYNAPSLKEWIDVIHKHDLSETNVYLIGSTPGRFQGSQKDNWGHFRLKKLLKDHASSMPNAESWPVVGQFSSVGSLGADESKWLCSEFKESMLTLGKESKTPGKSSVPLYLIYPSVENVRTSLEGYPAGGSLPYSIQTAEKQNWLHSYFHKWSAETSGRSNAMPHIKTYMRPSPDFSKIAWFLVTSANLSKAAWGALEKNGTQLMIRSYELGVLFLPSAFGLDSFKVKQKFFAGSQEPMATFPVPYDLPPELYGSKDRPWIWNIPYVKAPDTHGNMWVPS
#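 E. coli-derived human Tdp1, 1 nM final. Cpd preinc 15 min RT; substrate 15 nM final, 5 min RT; AS bead mix 10 ug/ml final, 10 min RT. Signal loss = tyrosine-FITC cleavage. No-enzyme wells = max signal.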
# FEN1 inh: qHTS Assay for the Inhibitors of Human Flap endonuclease 1 (FEN1); Recombinant FEN1 flap cleavage, fluorescence, 15 min; Potency, µM (top dose mostly 114 µM), for the others: at the top dose activity change, negative = inhibition, hits mostly inhibitors; 390,000 compounds, 0.35% hits; AID 588795, 2011; further: nearly all actives have a fitted effect of over 65% in size
# Target sequence (P39748 whole entry, looked up): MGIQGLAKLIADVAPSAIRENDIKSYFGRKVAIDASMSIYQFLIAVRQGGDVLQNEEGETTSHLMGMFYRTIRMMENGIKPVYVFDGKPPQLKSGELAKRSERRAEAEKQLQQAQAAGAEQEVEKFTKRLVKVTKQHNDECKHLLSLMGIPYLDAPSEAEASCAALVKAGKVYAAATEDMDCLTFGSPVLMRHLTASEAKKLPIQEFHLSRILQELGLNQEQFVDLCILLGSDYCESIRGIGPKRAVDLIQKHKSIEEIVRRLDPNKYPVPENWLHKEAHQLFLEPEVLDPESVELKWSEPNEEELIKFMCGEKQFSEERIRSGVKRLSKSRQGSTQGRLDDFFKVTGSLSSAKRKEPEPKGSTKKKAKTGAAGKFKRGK
#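 FEN1 at 10 nM, compound pretreatment for 15 min (room temperature), 50 nM final substrate to initiate; endpoint reads at 0 and 15 min; DMSO-only plates used as vehicle background.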
# Active calls of the source: *; ? = inconclusive; nt = not tested or not shown; & = joins results of further samples; [ ] = another dose, or the depositor's remark. The call rests on the fitted dose curve; in most records, active means well fitted curve in the direction sought with a large enough effect; inconclusive means small, poorly fitted or top-dose-only effect, or another doubt; inactive means no such curve, though single readings can be large; an effect the other way counts as inactive or inconclusive. Unless noted, on the % scale 0 is the no-effect control and ±100 the full control effect; potency means the concentration at half of the fitted maximal effect.
TDP1 block	N370S GC mod	FEN1 inh	mol
nt	-5%	-28%	COc1ccc(-c2nc3c4ccccc4ccn3c2CN2CCCCC2)cc1OC
-2%	24%[12.8 µM]	-4%	COc1ccc(C(=O)N2CCCC(C(=O)N3CCCCCC3)C2)cc1 (stereo not given)
1%[56.1 µM]	nt	-6%	CCCCCCN(C(=O)CCCN1C(=O)NC(c2ccc([N+](=O)[O-])cc2)C(C(=O)OCc2ccccc2)=C1C)C(C)C(=O)NCCCC (stereo not given)
nt	12%	-4%	Cc1c(CCC(=O)N2CCC(C(=O)O)CC2)c(=O)oc2cc3oc4c(c3cc12)CCCC4
8%	nt	1%	CCOC(=O)c1cccc(NC(=O)CC2C(=O)N(c3ccc(OC)cc3)C(=O)N2C2CCCC2)c1 (stereo not given)
-3%	-2%	nt	Cc1nc(N)sc1C(=O)N/N=C/c1ccccc1[N+](=O)[O-]
0%	nt	-4%	CC(OC(=O)c1ccco1)C(=O)Nc1ncc(Cl)cc1Cl (stereo not given)
0%	6%	12%	CCOC(=O)CC1=NC(=O)CS1
2%	1%	1%	CNC(=S)N/N=C/c1ccccc1Cl
8%	25%	-14%	COc1ccc(C2CC(c3ccc([N+](=O)[O-])cc3)=NN2C(=O)c2ccccc2)cc1OC (stereo not given)
0%	-4%	-11%	CCCCn1c(N)c(N(CCOC)C(=O)c2cc3c(s2)CCCCC3)c(=O)[nH]c1=O
5%	5%	1%	CCOC(=O)c1ccc(N2Cc3ccccc3C2)cc1O
nt	-6%	-6%	Nc1cc(=O)[nH]c(=O)n1CCc1ccccc1
3%	nt	1%	COc1cccc2cc(C(=O)Nc3ccc(F)c(F)c3)c(=O)oc12
6%	nt	-1%	Cc1ccc(NC(=O)CCc2nc3cccnc3n2-c2ccccc2)cc1Cl
1%	23%	-1%	COc1ccc(C2CC(c3ccc4ccccc4c3OC(C)=O)=NN2C(C)=O)cc1 (stereo not given)
0%[56.1 µM]	nt	-3%	O=C(CSc1nnc(-c2c[nH]c3ccccc23)o1)NCC1CCCO1 (stereo not given)
12%	?	-15%	CCC(C)(C)n1nnnc1C(c1cc2ccc(OC)cc2[nH]c1=O)N1CCc2ccccc21 (stereo not given)
2%	-11%	-3%	COc1ccc([C@@H]2CC=C(C(=O)O)CN2S(=O)(=O)c2ccc(Cl)cc2)cc1
-1%	6%	-21%	COC(=O)c1ccccc1NC(=O)COc1ccccc1
7%	-25%	7%	COc1cccc(-c2nc(S(=O)(=O)c3ccccc3)c(N3CCOCC3)o2)c1
2%	nt	17%	COc1ccc(C)cc1NC(=O)c1sc2nc(-c3ccc(F)cc3)cn2c1C
-2%	-2%	-8%	CCOc1ccc(-n2ccnc(SCC(=O)Nc3ccc(OC)cc3OC)c2=O)cc1
3%	-8%	-18%	CSc1cccc(NC(=O)/C=C/c2ccco2)c1
3%&1%	0%	0%&16%	Cc1ccc(C(=O)N(Cc2sccc2C)C2CCS(=O)(=O)C2)cc1 (stereo not given)
6%	nt	14%	CCOc1ccc(CNC(=O)c2cnc(SC)nc2CC)cc1
3%[2.28 µM]	nt	?	COc1ccc(/C=C/C(=O)Nc2ccc(Cl)c(Cl)c2)cc1OC
-2%	4%	-6%	Cc1cc(C)n(C(=O)c2ccc(NC(=O)C3CC3)cc2)n1
2%	-1%	5%	Cc1cc(C)cc(-n2ncc3c2CCCC3NC(=O)CCN2CCCC2=O)c1 (stereo not given)
10%	-6%	-6%	N#C/C(=C\c1ccc(Oc2ccc(C(F)(F)F)cc2[N+](=O)[O-])cc1)c1nc2ccccc2[nH]1
1%	2%	0%	CNC(=O)c1nc(C)n(-c2ccc([N+](=O)[O-])cc2)n1
3%	-2%	1%	COc1cc2c(cc1OC)C(Nc1ccccc1)=NC(C)(C)C2
7%	7%	-9%	CCCOC(=O)c1ccc(Oc2cn[nH]c2-c2ccc(OCC)cc2O)cc1
6%	5%	8%	COc1ccc(CC(=O)O/N=C(\N)Cc2ccc(OC)c(OC)c2)cc1
0%	-8%	-5%	CN(CC(=O)Nc1ccc(C#N)cc1)CC(=O)Nc1ccc(N2CCOCC2)cc1
3%	7%	-2%	CCOC(=O)C1=C(CN2CCSCC2)NC(=O)NC1c1ccc2c(c1)OCO2 (stereo not given)

# Only TDP1 block, for two of the compounds above:
smiles	TDP1 block
Cc1ccc(NC(=O)CCc2nc3cccnc3n2-c2ccccc2)cc1Cl	6%
COc1ccc(C2CC(c3ccc4ccccc4c3OC(C)=O)=NN2C(C)=O)cc1 (stereo not given)	1%

# Given with bars between the fields: 7 of the compounds above.
molecule | TDP1 block | N370S GC mod | FEN1 inh
Cc1cc(C)cc(-n2ncc3c2CCCC3NC(=O)CCN2CCCC2=O)c1 (stereo not given) | 2% | -1% | 5%
N#C/C(=C\c1ccc(Oc2ccc(C(F)(F)F)cc2[N+](=O)[O-])cc1)c1nc2ccccc2[nH]1 | 10% | -6% | -6%
CNC(=O)c1nc(C)n(-c2ccc([N+](=O)[O-])cc2)n1 | 1% | 2% | 0%
COc1cc2c(cc1OC)C(Nc1ccccc1)=NC(C)(C)C2 | 3% | -2% | 1%
CCCOC(=O)c1ccc(Oc2cn[nH]c2-c2ccc(OCC)cc2O)cc1 | 7% | 7% | -9%
COc1ccc(CC(=O)O/N=C(\N)Cc2ccc(OC)c(OC)c2)cc1 | 6% | 5% | 8%
CN(CC(=O)Nc1ccc(C#N)cc1)CC(=O)Nc1ccc(N2CCOCC2)cc1 | 0% | -8% | -5%

# The list continues.
TDP1 block	N370S GC mod	FEN1 inh	mol
1%	2%	-14%	CCOC(=O)c1ccc(CNC(=O)c2cc(COc3ccccc3SC)on2)o1
4%	0%	-2%	CSCCC(NC(=O)c1ccccc1Br)C(=O)NC(C)CCc1ccccc1 (stereo not given)
5%	-3%	60%[activator]	Cc1cc(C)nc(-n2nc(C)c3c(C(F)F)cc(C)nc32)n1
4%	nt	25%	Cc1ccc(C)c(NC(=O)c2cc(=O)c3cc(C)cc(C)c3o2)c1
-3%	-9%	-2%	COCCn1c(SCCN2CCOCC2)nc2c1c(=O)[nH]c(=O)n2C
4%	-4%	8%	COc1cc(C(=O)N2CC(C)OC(C)C2)c([N+](=O)[O-])cc1OC (stereo not given)
3%	1%	-8%	CCOC(=O)c1cnc2c(-c3cccc(Br)c3)cnn2c1C
4%[56.1 µM]	nt	-9%	CC[C@]12c3[nH]c4ccc(OC)cc4c3CCN1C(=O)C(CC(=O)NCc1ccco1)C[C@@H]2C(=O)N1CCN(C(=O)c2ccco2)CC1 (stereo not given in full)
10%	-14%	-22%	COc1ccc(C(=S)N2CCOCC2)cc1OC(=O)c1ccccc1Cl
2%	-23%	-3%	Cc1ccc(C)c(NS(=O)(=O)c2c(C)nn(C)c2C)c1
4%	-5%	0%	CCOC(=O)N/N=C/C(Cl)=C/c1ccccc1
nt	3%	-10%	Clc1ccc(Oc2nc3c(Cl)cccc3s2)cc1Cl
-4%	nt	-3%	CCCc1nn2c(=O)cc(COC(=O)c3ccc(NC(=O)CCc4ccccc4)cc3)nc2s1
-5%	-6%	0%	Fc1cccc(Cl)c1CSc1ccc(-c2ccco2)nn1
nt	-2%	-4%	Cn1cnc(S(=O)(=O)Nc2ccc3c(c2)OCCO3)c1
5%	-7%	-1%&1%	COC(=O)C(C)Sc1ccc2nnc(-c3cccc(F)c3)n2n1 (stereo not given)
2%	-4%	2%	Cc1ccc(C(=O)NCCN2CCOCC2)cc1S(=O)(=O)N1CCCCC1
nt	17%	-1%	O=c1[nH]c(CN2CCN(c3ccccn3)CC2)nc2c(Br)cc(Br)cc12
0%	-9%	5%	O=C(NNC1=NCCCCC1)Nc1ccc(Cl)cc1
nt	9%	-3%	CCCc1cc(=O)[nH]c(SCC(=O)c2ccc3c(c2)NC(=O)CO3)n1
5%	8%	16%	CCS(=O)(=O)N1Cc2ccccc2CC1C(=O)Nc1ncc(C)s1 (stereo not given)
-5%	-3%	nt	COC(=O)N/N=C(/c1ccccc1)C1CCCCC1
0%	-1%	18%	O=C(NCc1ccccc1)C1CCCN(c2nc3ccsc3c(=O)s2)C1 (stereo not given)
0%	6%	5%	Oc1ccccc1C1=NOC(O)(C(F)F)C1 (stereo not given)
1%	-6%	-5%	Cc1ccc([N+](=O)[O-])c2c1C(N1CCCC1)C(C)(C)O2 (stereo not given)
-3%	2%	-1%	Cn1nnnc1NCc1ccc(Cl)c(Cl)c1
-2%	3%	16%	CC(C)NC(=O)CCNC(=O)c1ccc(F)cc1
1%	0%	7%	CCOC(=O)/C=c1\sc2n(c1=O)CCN=2
-6%[56.1 µM]	-3%	nt	CC(=O)Oc1ccc2c(c1)CCC1C2CC[C@]2(C)C(=O)CCC12 (stereo not given in full)
-5%	-8%	6%	CC1CCC(N2CCNCC2)CC1 (stereo not given)
14%	0%	9%	O=C(CN1C(=O)c2cccnc2Oc2ccc(Cl)cc21)NC1CCCC1
5%	-6%	4%	COC(=O)c1ccccc1NC(=O)c1ccc(COc2cccc3ccccc23)o1
1%	8%	16%	c1csc(C(c2nnnn2C2CCCCC2)N2CCCC3(CCCCC3)C2)c1 (stereo not given)
3%[21 µM]	4%[12.8 µM]	nt	C#CCCCO/N=C1/[C@H]2O[C@@H]2[C@@H](O)[C@H]2[C@H]1CCn1c(=O)n([C@@H](CC)c3ccccc3)c(=O)n12
-6%	0%	-7%	COc1ccccc1OCC(=O)Nc1c2c(nn1-c1ccc(C)cc1)CS(=O)(=O)C2
5%	11%	-13%	CCCC(C(=O)NC1CCCC1)N(CC1CCCO1)C(=O)c1snc(C(N)=O)c1N (stereo not given)

# The last 2 compounds of the section before lead into the next:
TDP1 block	N370S GC mod	FEN1 inh	mol
-6%	0%	-7%	COc1ccccc1OCC(=O)Nc1c2c(nn1-c1ccc(C)cc1)CS(=O)(=O)C2
5%	11%	-13%	CCCC(C(=O)NC1CCCC1)N(CC1CCCO1)C(=O)c1snc(C(N)=O)c1N (stereo not given)
-1%	-22%	-5%	CCN1CCN(c2ccc(S(=O)(=O)N3CCOCC3)cc2NC(=O)C(C)Oc2cccc(Cl)c2)CC1 (stereo not given)
-5%	5%	10%	NC(=O)Cc1ccc(C(=O)c2ccccc2F)s1
1%&1%	nt	-3%&23%	COC(=O)c1ccc(N2CC3CNC(=O)C2(C(=O)OC)N3C)cc1 (stereo not given)
5%	nt	6%	COc1cccc(NC(=O)Cn2c(=O)n(CCC(=O)NCCc3ccc(Cl)cc3)c(=O)c3ccccc32)c1
1%	-3%	nt	Cc1ccc2c(C)nc(NC3=NCN(CCc4ccccc4)CN3)nc2c1
0%	17%	9%	Cc1cccc(NC(=S)NCCc2ccccc2)n1
2%	-5%	-12%	COc1cc(/C=C(/C#N)c2nc3ccccc3[nH]2)ccc1Oc1ncccc1[N+](=O)[O-]
12%	2%	-21%	CCN(C(=O)COc1ccc(C(=O)c2ccccc2)cc1)c1ccccc1
6%	18%	-6%	O=C(NCc1ccccc1)c1ccc(CS(=O)(=O)Cc2ccccc2F)o1
6%	-1%	-4%	CCOC(=O)c1c(NC(=O)C2c3ccccc3Oc3ccccc32)sc(C(N)=O)c1C
11%[56.1 µM]	9%&-1%&-6%&-7%	0%	CC1=C(/C=C/C(C)=C/C=C/C(C)=C/CO)C(C)(C)CCC1
-2%	nt	15%	COc1ccc(-c2noc(CCC(=O)NCc3ccc(OC)cc3OC)n2)cc1
11%	-2%	-18%	O=S(=O)(Nc1ccc(-n2cccc2)cc1)c1ccc(Cl)c(Cl)c1
nt	-6%	-11%	Cc1ccc(NC(=O)CCC(=O)OC(C)C(=O)c2ccccc2)cc1 (stereo not given)
1%	nt	0%	CCN1C(=O)C2(c3ccccc31)c1c(oc3ccc(C)cc3c1=O)C(=O)N2CCCOC(C)C (stereo not given)
nt	-6%	11%	O=C(CN1CCOCC1)Nc1ccc(Cl)c(Cl)c1
-1%	nt	-1%	CC(=O)N1CCCc2ccc(NC(=O)c3ccc(OC(C)C)cc3)cc21
nt	-2%	19%	O=C(Nc1ccc2c(c1)OCCO2)c1ccc(Cl)cc1
3%	-5%	1%	CCn1c(SCC(=O)N2CCCC2)nc2ccccc21
4%	-1%	-7%	O=C(NCc1ccc(F)cc1)C1CC(=O)N(C2CCCCCCC2)C1 (stereo not given)
1%	nt	-6%	NC(=O)c1cc(S(=O)(=O)N2CCCC2)ccc1OCCOc1ccccc1
7%	-28%	-18%	COc1ccc(Cl)c(N2CCN(CCCNC(=O)Nc3ccc(C)cc3)CC2)c1
-1%	6%	1%	CC1CCCN(CC(=O)Nc2cccc([N+](=O)[O-])c2)C1 (stereo not given)
2%	1%	0%	COC(=O)/C(C(C)=O)=C(\C=C\N(C)C)N(C)C
-2%	2%	-8%	O=C(CCCn1nnc(-c2cccnc2)n1)c1ccc(F)cc1
5%	-15%	20%	O=C(CNC(=O)c1ccc(Br)o1)NCc1ccccc1
